# Compound activity as filed in PubChem BioAssay.
# beta cell repl: induces beta-cell replication in MIN6 cells | MIN6 cells proliferation, ATPlite luminescence, 48 h; cells starved in 0.2% serum; 100% = growth in 10% serum | proliferation, % at 10 µM | hit rate 0.29% among 330,000;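 active = compounds whose signal lies at least 3.5 SD above the mean of all wells on their plate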;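 also: 0% = DMSO-treated cells in low-serum medium and 100% = 10% serum control; some compounds called inactive have numbers as strong as hits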
# mIAP block: mouse IAP inhibition; inhibition, % at 10 µM; AID 2806; purified mouse IAP, CDP-Star luminescence, 30 min; hit rate 0.2% among 330,000;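 active = inhibition of at least 40% at 10 µM in the primary screen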;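 also: plate controls were DMSO with enzyme for no effect and no enzyme wells for full effect; values of inactives mirror those of a sister screen read the other way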
# GRIN3A LBD mod: NR3A (human) ligand-binding domain modulation; NR3A LBD differential scanning fluorimetry, Tm shift; 0% = protein alone, 100% = glycine-bound protein; Tm shift relative to glycine control, % at 25 µM; hit rate 2.5% among 340,000; AID 1259313;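 active = melting temperature shift of at least 10% of the positive control shift, at one fixed dose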
# hIAP activ: human IAP activation. AID 2524. hit rate 0.16% among 330,000. P09923. purified human IAP, CDP-Star luminescence, 30 min; active compounds read high; 1 = vehicle-only enzyme, 0 = enzyme-free background. activation factor at 10 µM;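 active = activation factor of the enzyme at least 2-fold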; also: the source names both 10 and 20 µM as test concentration; values of inactives mirror those of a sister screen read the other way
# Target sequence (P09923 whole entry, looked up): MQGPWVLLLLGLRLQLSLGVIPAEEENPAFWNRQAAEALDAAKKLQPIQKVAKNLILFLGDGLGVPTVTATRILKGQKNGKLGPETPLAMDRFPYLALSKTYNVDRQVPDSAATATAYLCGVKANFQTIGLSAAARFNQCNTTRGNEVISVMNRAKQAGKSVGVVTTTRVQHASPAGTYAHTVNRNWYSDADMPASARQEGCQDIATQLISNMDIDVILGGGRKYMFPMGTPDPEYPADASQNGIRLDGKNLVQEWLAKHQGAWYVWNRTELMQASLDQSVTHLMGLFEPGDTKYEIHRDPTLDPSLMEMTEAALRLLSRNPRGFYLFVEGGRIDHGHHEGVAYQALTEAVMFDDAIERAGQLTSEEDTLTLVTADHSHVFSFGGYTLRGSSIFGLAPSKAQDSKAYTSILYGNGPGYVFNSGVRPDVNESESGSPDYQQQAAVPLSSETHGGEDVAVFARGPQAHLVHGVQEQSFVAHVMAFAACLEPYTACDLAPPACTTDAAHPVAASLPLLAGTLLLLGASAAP
# hIAP block: human IAP inhibition. P09923. purified IAP, CDP-Star luminescence, 30 min. inhibition, % at 10 µM. hit rate 0.12% among 330,000. AID 2544;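 active = inhibition reaching a set limit with compound at 10 µM in the primary screen, cut at about 35% in these data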;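 also: plate controls were DMSO wells with enzyme for no effect and no-enzyme buffer wells for full effect; values of inactives mirror those of a sister screen read the other way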
# APOBEC3G inh: inhibitors of human APOBEC3G DNA deaminase; Q9HC16; recombinant A3G, ssDNA deamination FAM/TAMRA fluorescence; inhibition, % at 20 µM; hit rate 0.28% among 330,000; AID 493012;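 active = inhibition of at least 40% at 20 µM, with no more than 30% in the related APOBEC3A deaminase screen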;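 also: plate controls were DMSO wells with A3G for no effect and wells lacking A3G enzyme for full effect; some compounds called inactive have numbers as strong as hits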
# Target sequence (Q9HC16 whole entry, looked up): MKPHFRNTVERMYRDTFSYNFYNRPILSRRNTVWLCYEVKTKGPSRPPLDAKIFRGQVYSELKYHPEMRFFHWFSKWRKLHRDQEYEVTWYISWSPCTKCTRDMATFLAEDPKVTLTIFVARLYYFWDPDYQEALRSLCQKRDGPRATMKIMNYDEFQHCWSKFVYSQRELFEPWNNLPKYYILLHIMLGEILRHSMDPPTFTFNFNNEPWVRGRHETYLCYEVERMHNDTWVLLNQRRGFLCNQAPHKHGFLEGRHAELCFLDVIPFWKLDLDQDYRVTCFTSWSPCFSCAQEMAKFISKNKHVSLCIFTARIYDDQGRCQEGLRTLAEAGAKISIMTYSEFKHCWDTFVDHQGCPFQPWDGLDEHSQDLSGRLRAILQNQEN
# MPTP block: blocks calcium-induced mitochondrial swelling | AID 602449 | inhibition, % at 10 µM | hit rate 1.4% among 360,000 | isolated mouse mitochondria, Ca2+ swelling absorbance, 30 min;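 active = inhibition of 50% or more, scaled per plate between neutral and stimulator controls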;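 also: 0% = DMSO wells given calcium and 100% = 1 mM EGTA wells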
# mIAP act: increases mouse intestinal alkaline phosphatase activity | AID 2805 | hit rate 0.24% among 330,000 | activation factor at 10 µM | muIAP, CDP-Star luminescence, 30 min; active compounds read high; 1 = vehicle-only enzyme signal, 0 = enzyme-free wells;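 active = activation factor of at least 2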; also: the source names both 10 and 20 µM as test concentration; values of inactives mirror those of a sister screen read the other way
#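 System: mouse IAP enzyme. Reagent: CDP-Star chemiluminescent phosphatase substrate. Benchmarks: DMSO wells, no-enzyme wells. Times: 30 min enzyme-substrate-compound incubation at room temperature. Detection: luminescence from enzymatic CDP-Star hydrolysis. Doses: test compounds delivered from DMSO solution.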
# A3A deaminase: blocks human APOBEC3A ssDNA deamination. inhibition, % at 20 µM. recombinant A3A, FAM/TAMRA ssDNA deamination fluorescence. AID 493011. hit rate 0.41% among 330,000. P31941;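 active = at least 40% inhibition at 20 µM here, with at most 30% in a related deaminase screen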;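 also: plate controls were A3A with DMSO for no effect and wells lacking A3A enzyme for full effect; some results filed as inactive read as strong as hits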
# Active calls of the source: *; nt = no result given.
SMILES,beta cell repl,mIAP block,GRIN3A LBD mod,hIAP activ,hIAP block,APOBEC3G inh,MPTP block,mIAP act,A3A deaminase
CCNC(=O)Nn1c(C)nnc1C,-1,6,0,1.3,-27,-2,-0.9,0.94,-3
CCOc1ccc(C2C(C#N)=C(N)Oc3cc(C)[nH]c(=O)c32)cc1OC (stereo unspecified),-3,6,-2,1.1,-6,-7,-0.6,0.94,-1
COC(=O)CC(NS(=O)(=O)c1cccs1)c1ccc2c(c1)OCO2 (stereo unspecified),3,7,4,0.91,9,-7,-0.3,0.93,-3
CCc1ccc(NC(=O)NCCN2CCCCC2)cc1,2,-11,0,0.86,14,-7,0.0,1.1,2
CCOc1ccc(OCC)c(NC(=O)CCn2c(=O)oc3ccccc32)c1,-4,-11,0,1.2,-20,0,5.7,1.1,1
COCCn1c(SCC(=O)N2CCCCC2)nc2cccnc21,-3,-3,0,1.1,-10,-3,-1.1,1,-1
CC(=O)Nc1ccc(NC(=S)NC(=O)C2CCCC2)cc1,-3,1,0,0.82,18,5,1.0,0.99,-1
Cc1nnc(SCC(=O)Nc2ccc(N3CCOCC3)cc2)n1Cc1ccccc1,1,-1,3,0.99,1,5,-0.1,1,7
Cc1cc2cc(CNC(=S)NCc3ccccc3)ccc2n1C,-4,-129,-12,1,-4,-8,3.3,2.3*,-3
COc1ccc(NC(=O)CN(C)C(=O)c2csc3c2CCCC3)cc1,-1,8,2,0.99,0,5,0.1,0.93,2
O=c1c2ccccc2nc(/C=C/c2cccc([N+](=O)[O-])c2)n1CCO,-2,-5,0,1,-4,1,2.6,1.1,1
COc1ccc(C(=O)[C@H]2[C@H]3C(=O)N(c4ccccc4)C(=O)[C@H]3C3C=CC=NN32)cc1 (stereo partly specified),-2,9,3,1.6,-58,8,1.9,0.91,0
C[C@@H](C(=O)N1CCNCC1)n1cc(CCC(=O)O)nn1,2,-8,1,0.91,9,-11,0.5,1.1,-8
COc1ccc(C2CC(c3ccc(OC)c(OC)c3)=NN2S(C)(=O)=O)cc1 (stereo unspecified),0,-7,0,1.2,-24,-1,5.2,1.1,2
COc1ccc(CCNC(=O)/C=C/C(=O)O)cc1OC,0,4,1,1.1,-10,-5,-3.9,0.96,-1
Oc1ccc(Oc2ccc(Oc3ccc(O)cc3)cc2)cc1,-2,10,-10,0.86,14,-10,62*,0.9,-3
COc1ccc(/C=C(/NC(=O)c2ccccc2)C(=O)N/N=C/c2sccc2C)cc1,3,2,-4,1.1,-6,-1,1.8,0.98,-5
CCc1noc(C)c1C(=O)NCCc1c[nH]c2ccccc12,-3,-4,1,1.1,-6,-7,-0.2,1,-4
CCOC(=O)N1CCN(C(=O)C2CCCN(S(=O)(=O)c3ccc(OCC)cc3)C2)CC1 (stereo unspecified),-2,-1,13*,1.1,-6,-8,2.4,1,2
O=C(CSCc1ccccc1Cl)NNC(=S)Nc1ccccc1,-2,5,-4,0.96,4,2,7.2,0.95,1
O=C(CSc1nc2ccccc2c(=O)n1CC1CCCO1)Nc1ccccc1Cl (stereo unspecified),0,-2,-3,0.87,13,-9,-2.3,1,-4
CCCN=C1CC(C)(C)CC(=O)/C1=C(/O)CCCN1C(=O)c2ccccc2C1=O,5,6,-1,1,0,-3,-3.5,0.94,-1
COc1ccc(C(=O)N/C(=C\c2ccco2)C(=O)NCc2cccnc2)cc1,2,2,7,1.2,-23,0,1.5,0.98,-1
COc1cccc(OC)c1C(=O)NC(=S)Nc1ccc(S(=O)(=O)Nc2nccs2)cc1,-1,-5,-16,0.82,18,3,-0.8,1,0
N/C(=N\OC(=O)c1cccc(Br)c1)c1ccccn1,-7,-3,-16,0.93,7,17,1.1,1,2
CS(=O)(=O)N1CCN(c2ccccc2NC(=O)c2cccnc2Cl)CC1,-3,5,-4,1,-2,0,-2.1,0.95,1
CC(C)(C)N(NC(=O)Nc1ccccc1)C(=O)c1ccccc1Cl,2,-35,2,0.89,11,-2,-4.1,1.4,8
CC1(C)C(=O)Nc2ccccc2N1C(=O)COc1ccc(S(=O)(=O)N2CCOCC2)cc1Cl,-1,-2,-4,1.1,-11,6,-0.9,1,11
O=C(O)c1ccc(-n2nncc2-c2ccco2)cc1,-1,-7,-2,1.1,-9,-7,-0.7,1.1,1
Cc1cc(C)c(C)c(OCCOCCNCc2ccccc2)c1,0,-6,0,1.1,-7,-7,2.9,1.1,-5
CC(C)=CCC12Oc3cc(O)ccc3C1(O)Oc1cc(O)c([C@H]3C=C(C)CC(c4ccc(O)cc4O)[C@H]3C(=O)c3ccc(O)cc3O)c(O)c1C2=O (stereo partly specified),-6,35,68*,1,-3,17,nt,0.65,5
COc1ccc(Nc2ccccc2)c(C)c1,1,3,2,0.89,11,-7,1.2,0.97,-1
O=C(NCCN1CCCCC1)c1cc(Cl)ccc1Cl,-3,-7,1,1,0,17,0.0,1.1,-4
Clc1ccc(-c2nc3ncccn3c2Nc2ccc3c(c2)OCCO3)cc1,-4,11,-13,1.2,-19,0,-1.3,0.89,5
COc1ccc(Cl)cc1NC(=O)CN(C)C(=O)c1cc(-c2cccs2)nn1-c1ccccc1,-7,-6,-10,1,-3,-2,-1.1,1.1,24
CN(C(=O)c1ccc(NC(=O)Cc2ccc(NC(=O)C3CCCN(C(=O)C4CC4)C3)cc2)cc1)C1CC1 (stereo unspecified),0,-9,-1,1,-4,-4,0.1,1.1,3
O=C(CSc1nc2ccccc2c(=O)n1NC(=O)c1ccccc1)c1ccccc1,-5,8,-7,0.8,20,5,3.6,0.92,0
CCC(=O)N1c2ccc(S(=O)(=O)N(CCO)Cc3ccccc3)cc2CC1C (stereo unspecified),-1,-4,-1,1.1,-6,-1,-1.1,1,1
Cc1sc2ncnc(SCC(=O)N3CCCC(C(N)=O)C3)c2c1C (stereo unspecified),3,-1,1,0.99,0,-9,-1.0,1,-6
C#CCNc1c(C)c(C)nc2ncnn12,1,-4,1,1.1,-5,-5,0.3,1,2

# 3 entries already listed, sorted by molar mass, ascending:
SMILES,beta cell repl,mIAP block,GRIN3A LBD mod,hIAP activ,hIAP block,APOBEC3G inh,MPTP block,mIAP act,A3A deaminase
COc1ccc(Nc2ccccc2)c(C)c1,1,3,2,0.89,11,-7,1.2,0.97,-1
CS(=O)(=O)N1CCN(c2ccccc2NC(=O)c2cccnc2Cl)CC1,-3,5,-4,1,-2,0,-2.1,0.95,1
CN(C(=O)c1ccc(NC(=O)Cc2ccc(NC(=O)C3CCCN(C(=O)C4CC4)C3)cc2)cc1)C1CC1 (stereo unspecified),0,-9,-1,1,-4,-4,0.1,1.1,3

# Additional records follow.
SMILES,beta cell repl,mIAP block,GRIN3A LBD mod,hIAP activ,hIAP block,APOBEC3G inh,MPTP block,mIAP act,A3A deaminase
COc1cccc(NC(=O)C(=O)N/N=C/c2cc(C)n(-c3ccc(Cl)c(Cl)c3)c2C)c1,-4,-4,1,1.1,-8,5,2.5,1,-4
CC1CCN(S(=O)(=O)c2ccc(NC(=S)NC(=O)c3ccc(Cl)cc3)cc2)CC1,-3,18,-4,1.2,-16,-9,-1.1,0.82,-7
COc1ccc(NC(=O)CN(C)C(=O)c2ccc(COc3ccccc3)cc2)cc1,-5,-4,2,1.1,-7,-7,0.7,1,-1
CCCOc1ccc(-c2nc[nH]c2[N+](=O)[O-])cc1,3,-1,-7,1.3,-27,-9,2.2,1,1
Cc1csc(NC(=O)Cc2ccc(Br)cc2)n1,-1,11,1,0.89,11,-11,-1.6,0.89,-5
O=C(O)/C=C/C(=O)NCc1cn(-c2ccccc2)nc1-c1cccc(Br)c1,-4,9,-2,0.86,14,0,-1.7,0.91,4
O=C(Nc1ccc2c(c1)C(=O)NC2=O)c1cc(Cl)ccc1Cl,1,-7,1,1.1,-14,-9,-2.1,1.1,0
COc1ccc(C(c2sc3nc(C)nn3c2O)N2CC(C)OC(C)C2)cc1OC (stereo unspecified),1,-4,-4,0.87,13,-11,-1.3,1,-4
CC(C)Nc1nc(NC(C)(C)C)nc(Oc2ccc(=O)n(C)n2)n1,7.4*,6,0,0.99,1,-5,0.8,0.94,0
CC(C)CC(NC(=O)C(NC(=O)C(Cc1ccc(OCc2ccccc2)cc1)NC(=O)OC(C)(C)C)C(C)C)C(N)=O (stereo unspecified),0,-37,-1,1,-2,-4,1.4,1.4,-3
Cc1cc(C(=O)Cn2cnc3cc(F)ccc3c2=O)c(C)n1C1CC1,-4,-4,0,0.98,2,-1,-0.7,1,-1
CC(C)=CC(=O)OCC(=O)Nc1ncc(Cl)c(C)c1Cl,-1,9,0,0.95,5,1,0.2,0.91,8
CCOc1cccc2sc(N(CCN(C)C)C(=O)CCS(=O)(=O)c3ccccc3)nc12,3,1,5,0.98,2,-12,-0.4,0.99,-3
CCOc1cccc(C(=O)N/N=C/c2ccoc2)c1,-3,6,1,1.1,-8,0,2.5,0.94,7
CC(C)(C)NC(=O)c1nn2c(C(F)(F)F)cc(-c3ccccc3)nc2c1Br,-4,-1,-2,1.1,-7,1,1.2,1,-7
COc1ccccc1NC(=O)C(C)OC(=O)C1COc2ccccc2O1 (stereo unspecified),-1,-2,-2,0.79,21,-9,-0.3,1,-2
COc1cc(-c2cc(-c3nnco3)c3ccccc3n2)cc(OC)c1OC,2,9,-1,0.96,4,-5,4.1,0.91,2
Cc1ccc(Oc2coc3cc(OC(=O)c4cccs4)ccc3c2=O)cc1,-5,6,-2,1.1,-7,3,6.1,0.94,4
CSc1ncc(CN2CCc3c([nH]c4ccccc34)C2c2cccc(O)c2)cn1 (stereo unspecified),-5,1,3,0.91,9,-17,0.8,0.99,-4
CC[C@]12c3[nH]c4cc(CCC(=O)N(C)C)ccc4c3CCN1C(=O)[C@@H](CC(=O)NCc1cccc(C(F)(F)F)c1)C[C@@H]2C(=O)N1CCN(C(=O)C2CC2)CC1,nt,-13,0,nt,nt,3,1.8,1.1,2
CCCCNc1c2c3c(cccc3n(C)c1=O)C(=O)c1ccccc1-2,-4,14,-34,1.2,-19,-184,2.1,0.86,-113
C=CCNC(=O)c1cc2nc(C3CC3)cc(C(F)F)n2n1,-1,6,2,1.2,-19,-5,2.7,0.94,1
O=C(Nc1nc2c(s1)CCCC2)c1cc(-c2ccncc2)nc2ccccc12,0,11,-7,0.99,1,16,-0.5,0.89,4
CCOc1cc(C(=O)CCC(=O)OCC(=O)N2c3ccccc3NC(=O)C2(C)C)ccc1O,-1,1,0,1.1,-5,-3,0.3,0.99,-2
Cc1ccccc1NCC(=O)N/N=C\C=C\c1cccc([N+](=O)[O-])c1,1,12,15*,1.2,-21,-6,2.1,0.88,-5
C[C@]12c3[nH]c4cc(-c5ccco5)ccc4c3CCN1C(=O)[C@@H](CC(=O)NCCc1ccccn1)C[C@@H]2C(=O)N1CCCCC1,nt,-24,-1,nt,nt,-1,0.2,1.3,1
O=C(Cc1ccccc1)NC(NCCc1ccccc1)C(Cl)(Cl)Cl (stereo unspecified),-5,-5,-5,0.93,7,-3,-0.1,1,-3
Clc1ccccc1OCc1nc(-c2ccccn2)no1,-2,-2,11*,0.85,15,1,-0.8,1,4
COc1ccc(/C=C2\SC(=S)N(CCCC(=O)N3CCCCC3CCO)C2=O)cc1 (stereo unspecified),-3,8,-4,1.2,-24,-3,-0.3,0.93,-1
COc1cccc(C(=O)CN2C(=O)C(C)(C)Oc3ccc(C(=O)N4CCCCCC4)cc32)c1,-2,-1,1,1.2,-18,-9,1.1,1,-2
COc1cc(OC)c(C(=O)/C=C/c2ccccc2)c(O)c1O,-3,31,-4,0.77,23,-8,8.5,0.69,-4
